Platelet DG rel – modulates dense granule release in human platelets; human platelet-rich plasma, SFLLRN dense granule ATP release, luminescence; inhibition, %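 (compounds screened at 7.5 µM in platelet-rich plasma)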; actives 0.22% (n = 300,000);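 active means mean replicate score, as percent of positive control, at or above 50; inconclusive means mean below 50 but at least one replicate at or above 50; inactive means mean and every replicate below 50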
HIF act – HIF pathway transcriptional activation. actives 0.32% (n = 300,000). U2OS HRE-luciferase reporter, luminescence; normalized: DMSO 0%, desferrioxamine 100%. activation, % at 7.5 µM (by protocol). AID 1910;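 active means mean activation of at least 10% of the iron chelator positive control signal, with at least half of replicates also reaching 10%; inconclusive means mean and replicate majority disagree about reaching 10%; inactive means mean and most replicates under 10%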
HSF1 activator – increases HSF-1 driven luciferase reporter signal. NIH3T3-HGL HSF-1 luciferase reporter, MG132, 8 h; 100% = twice DMSO control signal. actives 1.7% (n = 300,000). activation, % at 9 µM;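 active means mean replicate activation of at least 50% with a set share of replicates each reaching 50%; inconclusive means only one of those two conditions met; inactive means mean below 50% and too few replicates reaching it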;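 further: 0% = median of the neutral control wells and 100% = twice that signal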
AI-2 QS modul – modulates the Vibrio harveyi AI-2 quorum sensing system; actives 0.4% (n = 300,000); activity change, % at 7.5 µM; Vibrio harveyi JMH597 AI-2 luminescence/OD600 ratio, 9 h; active compounds read low; strain lacks LuxN and CqsS sensors; 0 = neutral-control median; AID 2094; in the data active means activity change below about -75%, passing the limit was not always enough; inconclusive means no clear call, values can overlap the other calls;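 further: luminescence divided by OD600 gain over 9 h not by final OD600 alone; inactives centre near 13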
HDAC3 inh – inhibitors of human histone deacetylase 3. O15379. recombinant HDAC3, fluorogenic peptide/trypsin coupled, fluorescence. inhibition, % at 8.3 µM. actives 0.15% (n = 320,000). AID 2718; in the data active means inhibition above about 26%, passing the limit was not always enough; inconclusive means no clear call, values can overlap the other calls
Target sequence (O15379 whole entry, looked up): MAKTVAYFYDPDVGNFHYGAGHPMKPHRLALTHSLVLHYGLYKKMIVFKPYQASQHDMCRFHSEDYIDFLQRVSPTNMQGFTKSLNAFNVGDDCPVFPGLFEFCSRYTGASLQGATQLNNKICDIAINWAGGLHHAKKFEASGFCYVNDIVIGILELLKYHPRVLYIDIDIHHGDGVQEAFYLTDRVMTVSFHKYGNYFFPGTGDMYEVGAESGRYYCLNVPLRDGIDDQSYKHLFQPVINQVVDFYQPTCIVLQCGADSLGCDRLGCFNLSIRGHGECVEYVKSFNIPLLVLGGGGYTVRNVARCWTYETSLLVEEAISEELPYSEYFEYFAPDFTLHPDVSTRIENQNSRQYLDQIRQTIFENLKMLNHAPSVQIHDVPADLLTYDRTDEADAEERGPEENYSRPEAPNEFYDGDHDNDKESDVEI
aSyn UTR inh – MLPCN primary screen, SNCA 5' untranslated region; alpha-synuclein 5'UTR reporter, inhibitor activity; inhibition, % (tested at 7.5 µM); actives 0.82% (n = 300,000); AID 1813; in the data active means inhibition above about 60%; inconclusive means no clear call, values can overlap the other calls;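 further: H4 neuroglioblastoma cells stably carrying SNCA 5'UTR luciferase fusion; 0% = DMSO wells and 100% = positive control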
HSF1 inhib – HSF1 inhibition | NIH3T3-HGL HSE-luciferase, MG132-induced, luminescence 8 h; active compounds read low | actives 0.77% (n = 300,000) | activity change, negative = inhibition, % at 7.5 µM (by protocol);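 active means more than half of replicate wells show activity change below -50%, luminescence cut by over half; inconclusive means some wells, but at most half, below -50%; inactive means no replicate well below -50%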;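 further: luciferase reports HSF-1 transcriptional activity via heat shock element; 0% = median of DMSO wells and -100% = zero luminescence signal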
HSP90 refold inh – blocks HSP90-mediated luciferase refolding in reticulocyte lysate; Rabbit reticulocyte lysate, luciferase refolding luminescence, 3 h; inhibition, % at 5.6 µM; actives 0.91% (n = 290,000);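 active means inhibition above the screen-wide mean plus 3 SD, computed separately per campaign, cut at about 16% in these data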;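 further: 0% = DMSO wells and 100% = 60 µM geldanamycin wells; inhibitors lower the luminescence because luciferase stays unfolded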
KLF5 inhibitor – inhibitors of KLF5 expression; inhibition, % at 5 µM; actives 0.23% (n = 290,000); DLD-1 KLF5 promoter-luciferase reporter, luminescence;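 active means inhibition above a per-plate limit of that plate's mean compound inhibition plus 3 SD, cut at about 60% in these data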;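 further: 0% = DMSO wells and 100% = LY294002 at 200 µM; higher means less KLF5 promoter-driven luciferase light; inactives centre near -14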
IEC-6 cytotox – counter-screen for KLF5 inhibitors: cytotoxicity in IEC-6 cells. actives 0.78% (n = 290,000). inhibition, % at 5 µM. AID 1825. IEC-6 cytotoxicity, luminescence viability; in the data active means inhibition above about 22%;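 further: 0% = plate median of test compound wells and 100% = cytotoxic reference compound wells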
* marks the source's active call; other numbers are inactive results; ? = inconclusive; . = not tested or not shown. The order is random; 5% or so of the library scored in one or more.

SMILES | Platelet DG rel | HIF act | HSF1 activator | AI-2 QS modul | HDAC3 inh | aSyn UTR inh | HSF1 inhib | HSP90 refold inh | KLF5 inhibitor | IEC-6 cytotox
Cc1ccc(OCCn2cc(C(=O)O)c3ccccc32)cc1 | 0 | -0.3 | 1 | 15 | 0 | -9 | -7 | 0 | -31 | 3
Cc1cc(/C=C2\SC(=S)NC2=O)c(C)n1-c1cccc(O)c1 | 5 | 5.6 | 37 | 15 | 6 | -111 | 12 | 4 | -82 | -7
Cc1cc(Cl)ccc1Oc1ccccc1C(=O)CC#N | 16 | -0.1 | 7 | 36 | 4 | -3 | 2 | -2 | -9 | -8
CCOc1c(C=C(C#N)C#N)c2ccccc2n1CC | 0 | 0.0 | -3 | 9 | -4 | 10 | -10 | -1 | -3 | 5
CCCCOC(=O)c1ccc(NC(=O)c2ccccc2OC)cc1 | 1 | 0.8 | 13 | 10 | 9 | -52 | 3 | 3 | -46 | 1
CCOC(=O)C1=C(C)Nc2ccccc2N=C1NC(=O)/C=C/c1ccc(OC)cc1OC | 1 | 0.8 | 13 | 7 | 8 | -1 | 0 | -1 | -31 | -2
Cc1ccccc1Cn1c2ccccc2c2cnn(CC(=O)NCCCN3CCN(C)CC3)c(=O)c21 | -1 | -0.8 | 12 | 14 | 2 | 5 | 3 | 1 | -4 | 8
CCc1nnc(NC(=O)c2nc(Cl)ccc2Cl)s1 | -7 | -0.3 | -10 | 35 | 3 | 0 | -7 | -3 | -36 | -2
CCN(CC)c1ccc(/C=N/NS(=O)(=O)c2ccc(CNC(C)=O)cc2)cc1 | 0 | -0.2 | -1 | -6 | 1 | -12 | -10 | -3 | -4 | 3
CCN(CC)CCNC(=O)c1ccc(Cl)c(S(=O)(=O)Nc2ccccc2OC)c1 | -6 | 0.1 | -16 | -9 | 2 | 9 | -3 | -3 | 5 | 2
O=C(NC(=S)NNC(=O)c1ccccc1[N+](=O)[O-])c1ccc(Br)cc1 | 1 | 1.5 | 19 | 17 | 0 | -14 | 8 | -2 | -28 | 0
O=C(NCCNc1ccc(Cl)cc1[N+](=O)[O-])c1ccccc1F | 10 | -4.8 | 51* | 19 | 4 | -18 | 37 | -2 | -31 | 4
CCn1c(COc2cccc(OC)c2)nnc1SCC(=O)Nc1cc(OC)ccc1OC | 3 | -0.8 | 1 | 21 | 2 | -9 | 3 | 2 | -8 | 0
O=C(CSc1nnnn1Cc1ccccc1)NCC(=O)c1ccccc1 | 1 | . | -7 | -5 | ? | 43 | -6 | 3 | 14 | 7
CCOc1ccc(-c2nnc(-c3ccco3)o2)cc1OCC | 3 | 1.4 | 19 | 8 | -19 | -76 | 11 | -3 | -86 | 2
CCC(Sc1ncccc1C(=O)O)C(=O)N1CCOCC1 (centres undefined) | -3 | -0.4 | 29 | 9 | 5 | -15 | 7 | 3 | 3 | -8
CN(Cc1nccs1)C(=O)C1CCC(=O)N(CCc2ccc(Cl)cc2)C1 (centres undefined) | -7 | 0.4 | 22 | 50 | 3 | 1 | 7 | -1 | -15 | -1
COc1ccc(OC)c(C(=O)/C=C/c2cccnc2)c1 | 10 | -0.2 | -17 | 4 | 0 | -50 | -6 | 1 | 6 | 3
O=C(CNS(=O)(=O)c1ccccc1)N1CCCC1 | 0 | -0.1 | 0 | 6 | -4 | 18 | -10 | -2 | -15 | 2
COCc1nnc(NS(=O)(=O)c2ccc(Cl)cc2)s1 | -7 | 0.4 | 21 | 12 | . | 8 | -5 | 6 | -47 | 2
CCN(CC)S(=O)(=O)c1ccc(C(=O)NC(=S)N(CCC#N)Cc2cccnc2)cc1 | -13 | 0.8 | -5 | 18 | -7 | 27 | -3 | -3 | -11 | -1
C=CCn1c(C(C)(C)C)nc2ccccc21 | 6 | -0.2 | -7 | 8 | 2 | -1 | -6 | 4 | 0 | 8
CCC(C(=O)OCC(=O)Nc1cc(Cl)ccc1Cl)c1ccccc1 (centres undefined) | 6 | -0.2 | -74 | 4 | 6 | 9 | -66* | 0 | -9 | 5
Cc1cc(C)n(CC(=O)N2CCCC(N3CCN(c4cccc(C(F)(F)F)c4)CC3)C2)n1 (centres undefined) | -7 | -0.2 | -15 | 48 | 1 | -4 | 1 | 3 | -11 | 0
CCc1cc(=O)oc2cc3oc(C)c(C)c3cc12 | 3 | -0.1 | 21 | 13 | -4 | -7 | 7 | 2 | -8 | 7

(cont.)
SMILES | Platelet DG rel | HIF act | HSF1 activator | AI-2 QS modul | HDAC3 inh | aSyn UTR inh | HSF1 inhib | HSP90 refold inh | KLF5 inhibitor | IEC-6 cytotox
CC(C)NC(=O)c1ccc2c(c1)N(CC(=O)Nc1ccccc1F)C(=O)C(C)(C)O2 | 10 | 0.3 | 23 | 8 | -8 | 19 | 3 | 0 | -44 | -5
CCC(C)NC(=O)CSc1ccc(Cl)cc1 (centres undefined) | 0 | -34 | 8 | 23 | 9 | -26 | -2 | 4 | -33 | 3
Cn1cnnc1SCC(=O)Nc1ccccc1 | -13 | -0.2 | -1 | 19 | -3 | 18 | -1 | -2 | -28 | -4
Cn1cc2cc(NC(N)=S)ccc2n1 | 2 | -0.9 | 36 | 17 | -6 | -23 | 5 | 1 | -25 | -8
Cc1cc(C(=O)COc2cc(F)ccc2[N+](=O)[O-])c(C)n1C1CC1 | 11 | -0.3 | 11 | 18 | -1 | -26 | -4 | -3 | 8 | 2
COc1ccc(/C=N/c2oc(C)c(C)c2C#N)c(OC)c1 | -2 | -0.1 | 16 | -2 | -2 | 3 | -2 | 3 | -25 | 4
Cc1ccccc1NC(=S)NCc1ccc(F)cc1 | -2 | 0.8 | 11 | 5 | 1 | 1 | -1 | 0 | 0 | 3
O=C(Nc1ccc(Oc2cccnc2)cc1)c1cccc([N+](=O)[O-])c1 | 30 | 0.9 | 25 | 3 | 2 | -19 | 8 | 2 | -61 | 10
CCCc1nnc(NC(=O)CC(=O)OCC)s1 | 8 | -0.4 | -46 | 12 | -3 | -9 | -34 | 2 | -3 | -4
O=C(Cn1cc(SCc2cccc(Cl)c2)c2ccccc21)N1CCOCC1 | -47 | 1.6 | 11 | -17 | 1 | -153 | 0 | -5 | -18 | 0
O=C(NC(=S)Nc1ccc(Br)cn1)c1cccnc1 | 4 | 5.8 | 24 | 1 | -5 | 12 | 16 | -2 | -18 | 3
COc1ccc(-c2nnc(SC(C)C(=O)Nc3cccc(Cl)c3)o2)cc1 (centres undefined) | -7 | 4.2 | 109* | 3 | 12 | -160 | 56 | -1 | -103 | 7
O=C(N/N=C/c1cc(Br)c(O)c(Br)c1)c1cccc(C(F)(F)F)c1 | -18 | -2.2 | 26 | 70 | 3 | -34 | 2 | 4 | -27 | -3
CC(=NCC1CCNCC1)C1=C(O)CC(C)(C)CC1=O | 5 | -0.4 | -12 | 2 | -7 | 7 | -1 | 1 | 4 | 4
O=C(CSc1ncccc1C(=O)O)c1ccccc1F | 8 | 0.1 | 6 | 10 | 4 | -7 | 1 | -2 | -12 | -3
Cc1cc(C)n(-c2nc3ccccc3c(=O)n2OCCOc2ccccc2)n1 | -5 | 0.0 | -13 | 24 | 2 | 15 | -6 | 5 | -4 | -4
C=CCC(=O)NC(C)c1cnn(-c2ccccc2C)c1C (centres undefined) | 7 | 0.9 | -6 | 11 | -6 | -15 | 0 | 2 | -12 | -1
O=C(NNC1=Nc2ccccc2SC1)c1ccc(Cl)cc1 | -3 | 0.5 | -25 | -6 | -10 | 96* | -8 | -5 | -42 | 12
O=C(c1ccccc1)N1CCN(CCc2ccccc2)CC1 | 11 | 0.4 | -22 | 0 | -2 | 6 | 0 | -3 | -5 | 2
CCOC(=O)CSc1nnc(CNC(=O)c2ccc(OC)cc2)n1-c1ccc(OC)cc1 | . | . | . | . | 7 | . | . | 5 | -11 | 7
c1ccc(-c2noc(CN3CCN(C(c4ccccc4)c4ccccc4)CC3)n2)cc1 | -2 | 0.2 | -2 | 18 | 3 | 12 | 1 | 3 | -12 | -7
CCn1c(SCC(=O)N2CCc3ccccc32)nnc1-c1ccncc1 | 2 | 0.9 | -3 | 24 | 5 | 20 | 1 | -1 | -11 | -5
COc1ccc(/C=C2\SC(=O)N(CCNC(=O)C3=COCCO3)C2=O)cc1 | 13 | 5.1 | 8 | 25 | 1 | -129 | 21 | . | . | .
Cc1ccc(S(=O)(=O)N/N=C\c2cn(CC(N)=O)c3ccccc23)cc1C | -6 | 0.3 | -4 | 21 | 10 | 16 | 4 | -5 | 4 | -1
Cn1nc(C(=O)NC2CCCc3ccccc32)ccc1=O (centres undefined) | 3 | -0.2 | 0 | 24 | -4 | -10 | -8 | 2 | 2 | 2

Next section, starting with the last 2 of the part before.
SMILES | Platelet DG rel | HIF act | HSF1 activator | AI-2 QS modul | HDAC3 inh | aSyn UTR inh | HSF1 inhib | HSP90 refold inh | KLF5 inhibitor | IEC-6 cytotox
Cc1ccc(S(=O)(=O)N/N=C\c2cn(CC(N)=O)c3ccccc23)cc1C | -6 | 0.3 | -4 | 21 | 10 | 16 | 4 | -5 | 4 | -1
Cn1nc(C(=O)NC2CCCc3ccccc32)ccc1=O (centres undefined) | 3 | -0.2 | 0 | 24 | -4 | -10 | -8 | 2 | 2 | 2
CCC(C)NC(=O)c1ccccc1-c1ccccc1C(=O)NC(C)CC (centres undefined) | 0 | 0.0 | 2 | 8 | 0 | -8 | -1 | 2 | -29 | -4
COc1ccc(C(C#N)N2N=C(C)CC2c2ccccc2)cc1OC (centres undefined) | 15 | 0.0 | 2 | . | 0 | 7 | -3 | 0 | -18 | -2
O=C(Nc1cccc(Cl)c1)N1CCN(C/C=C/c2ccccc2)CC1 | -3 | 0.2 | 24 | 21 | 10 | 11 | -2 | 3 | -11 | 6
CC12CN(NC(=O)c3ccc(Cl)cc3)C3(C#N)CC1CCC23C (centres undefined) | -7 | -0.4 | 25 | 6 | 7 | 14 | 12 | 7 | 11 | -1
Cn1cc(CNC(=O)c2cc(COc3ccc4c(c3)CCCC4)on2)cn1 | 3 | 0.6 | 21 | 0 | -1 | -3 | 4 | -1 | -34 | -4
COC(=O)[C@@H]1Cc2c([nH]c3ccccc23)C(C)N1C(=O)c1ccccc1 (some centres undefined) | 1 | -2.0 | 6 | 27 | -4 | 2 | 0 | 3 | -12 | 7
OCCC1CN(Cc2cccc(-n3cccn3)c2)CCN1Cc1ccccc1 (centres undefined) | 2 | 0.0 | -67 | 21 | 5 | -4 | -65* | 4 | 17 | 0
CCOC(=O)CN1C(=O)C(O)(c2c(C)[nH]c3ccccc23)c2ccccc21 (centres undefined) | 5 | -17 | 17 | 38 | 6 | 30 | 9 | 6 | -35 | 2
Cc1ccc(C(=O)COC(=O)CCC(=O)Nc2cccc(Cl)c2)cc1[N+](=O)[O-] | 9 | -0.5 | -18 | 6 | 6 | -5 | -10 | 1 | -24 | -2
Cn1cc(C(=O)c2ccc(Cl)cc2Cl)cc1C(=O)N/N=C(\N)COc1ccc(F)cc1 | 14 | -0.4 | -39 | 28 | -2 | 20 | -19 | 3 | -24 | 1
O=C(NCc1ccco1)/C(=C/c1ccc(Cl)cc1)NC(=O)c1ccco1 | 2 | 0.3 | -9 | 7 | 0 | -6 | 3 | 7 | 6 | 2

Bioassay records: PubChem BioAssay, several laboratories
